# Screens: PubChem BioAssay, several laboratories
# PG9 binder – small molecules binding HIV-1 gp120 antibody PG9 | TR-FRET gp120-PG9 antibody binding | inhibition, % at 6.7 µM | actives 0.43% (n = 360,000) | AID 624416; in the data active = inhibition above about 8.5%
# SMARCA2 act – activators of SMARCA2 function | MG213 cells, MMTV-luciferase reporter, dexamethasone, overnight | activation, % at 9.1 µM | actives 1% (n = 370,000); in the data active = activation above about 7.8%;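 note: 0% = vehicle wells and 100% = reference activator wells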
# HTRA1 inhibitor – inhibitors of human serine peptidase HTRA1. Q92743. actives 0.5% (n = 340,000). inhibition, % at 5.96 µM. recombinant HTRA1, FP-rhodamine activity-based probe, fluorescence polarization. AID 504803; in the data active = inhibition above about 36%;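 note: 0% = enzyme with DMSO and 100% = wells lacking enzyme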
# Target sequence (Q92743 whole entry, looked up): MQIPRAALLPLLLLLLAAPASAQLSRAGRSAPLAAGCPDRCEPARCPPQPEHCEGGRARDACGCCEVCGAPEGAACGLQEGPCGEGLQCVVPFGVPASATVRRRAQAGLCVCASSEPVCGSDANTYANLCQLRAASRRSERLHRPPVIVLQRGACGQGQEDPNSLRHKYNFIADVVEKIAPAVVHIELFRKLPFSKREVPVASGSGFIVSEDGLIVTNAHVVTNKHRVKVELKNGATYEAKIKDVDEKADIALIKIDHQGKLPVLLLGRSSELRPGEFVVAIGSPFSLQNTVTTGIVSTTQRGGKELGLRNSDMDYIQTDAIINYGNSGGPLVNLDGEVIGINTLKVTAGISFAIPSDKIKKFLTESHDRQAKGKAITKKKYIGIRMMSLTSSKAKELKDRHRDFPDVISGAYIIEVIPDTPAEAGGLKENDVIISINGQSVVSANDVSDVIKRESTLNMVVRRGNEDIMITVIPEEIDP
# mABHD4 FP – inhibitors of mouse ABHD4. Q8VD66. purified mABHD4, FP-Rh probe fluorescence polarization. inhibition, % at 8.92 µM. actives 0.54% (n = 370,000). AID 720543;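 active = inhibition exceeding the mean over every tested compound plus 3 SD, cut at about 30% in these data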;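 note: 0% = plate median of compound wells and 100% = S159A mutant with DMSO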
# Target sequence (Q8VD66 whole entry, looked up): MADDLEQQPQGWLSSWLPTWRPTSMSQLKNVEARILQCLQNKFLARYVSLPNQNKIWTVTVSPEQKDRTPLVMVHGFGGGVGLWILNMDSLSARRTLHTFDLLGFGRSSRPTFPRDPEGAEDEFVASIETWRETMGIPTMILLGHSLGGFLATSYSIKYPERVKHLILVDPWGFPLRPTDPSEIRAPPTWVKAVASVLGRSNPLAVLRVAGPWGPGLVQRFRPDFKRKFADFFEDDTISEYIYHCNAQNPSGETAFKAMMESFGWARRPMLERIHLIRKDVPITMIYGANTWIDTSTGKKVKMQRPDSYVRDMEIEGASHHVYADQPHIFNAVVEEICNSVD
#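 assay system = mABHD4 protein | compound dosing = single nominal dose of 8.92 µM, 0.89% DMSO final | read-out basis = percent inhibition of probe binding, normalized to plate controls | schedule = Enzyme–compound pre-incubation 45 min, then probe 60 min, both 25 °C | detection = fluorescence polarization, excitation 525 nm, emission 598 nm, BODIPY TMR filters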
# NPR2 activator – GC-B (human) receptor activation; HEK293-GC-B cells, CNP EC30, cGMP TR-FRET; 0% at EC30 CNP, 100% saturating CNP; activation, % at 10 µM; actives 0.11% (n = 370,000);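 active = activation at 10 µM reaching about 35% in either raw or pattern-adjusted values, limit read from the data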
# rCAG binder – r(CAG) repeat RNA binding | TO-PRO-1 dye displacement fluorescence | inhibition, % at 3 µM | actives 1.3% (n = 370,000) | AID 651821;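 active = inhibition above the plate cutoff, the mean of all test compounds on that plate plus 3 SD, cut at about 35% in these data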;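 note: 0% = DMSO alone and 100% = 100 µM mitoxantrone as full dye displacement; higher means more dye released from RNA so lower well fluorescence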
# ARFGAP1 inh – inhibitors of rat ARFGAP1; AID 651572; inhibition, % at 16.5 µM; actives 0.26% (n = 360,000); Arfgap1-stimulated ARF1 GTP hydrolysis, GDP FP detection;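 active = inhibition above a per-plate limit, mean inhibition of low control wells plus 3 SD, cut at about 25% in these data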;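 note: 0% = DMSO wells with enzyme and 100% = wells lacking Arfgap1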
# Target sequence (Q62848 1-136 limits assumed): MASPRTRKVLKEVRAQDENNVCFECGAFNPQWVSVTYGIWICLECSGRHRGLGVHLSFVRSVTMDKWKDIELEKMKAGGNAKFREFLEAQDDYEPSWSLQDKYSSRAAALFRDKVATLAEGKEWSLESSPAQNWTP
#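 Replicates: Single well per compound | Assay system: Truncated rat Arfgap1 GAP domain | Control set: No-Arfgap1 wells (100%) versus DMSO full-reaction wells (0%) | Times: Enzyme reaction 120 min at 25 °C after 20 min preincubation | Reagent: Human ARF1(Δ1-17)-GTP substrate | Measured by: Tracer-displacement fluorescence polarization with EDTA stop, 620/688 nm | Measure: Percent inhibition of Arfgap1-stimulated GTP hydrolysis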
# NR1D1 modulator – modulates human Rev-erb alpha binding to DNA; P20393; Rev-erbα–FITC-DNA binding, fluorescence polarization, 90 min; activity, % at 10 µM; actives 0.79% (n = 370,000);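 active = activity above about 14%, limit read from the data; passing the limit was not always enough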;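 note: 0% = DMSO wells with 35 nM protein and 100% = DMSO wells with 750 nM protein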
# NPR1 activator – GC-A (human) enzyme activation; actives 0.14% (n = 370,000); HEK293 GC-A cells, cGMP TR-FRET, EC30 ANP; 0% at EC30 ANP, 100% saturating ANP; activation, % at 10 µM; P16066; in the data active = activation above about 40%
# ASAP1 GAP inh – ASAP1 ArfGAP inhibition; Q9ULH1; ASAP1-stimulated ARF1 GTP hydrolysis, GDP FP detection; inhibition, % at 16.5 µM; actives 0.19% (n = 360,000); in the data active = inhibition above about 25%;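 note: 0% = vehicle with enzyme and substrate and 100% = no enzyme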
# * marks the source's active call; other numbers are inactive results; / = not tested or not shown.
SMILES,PG9 binder,SMARCA2 act,HTRA1 inhibitor,mABHD4 FP,NPR2 activator,rCAG binder,ARFGAP1 inh,NR1D1 modulator,NPR1 activator,ASAP1 GAP inh
O=C(NC(c1ccc(-c2ccccc2)cc1)c1cnccn1)C1CCN(Cc2ccc(Cl)c(Cl)c2)CC1 (stereo unspecified),-0.5,-5.2,/,2.6,-0.3,6.6,5.9,-8.1,-6.7,14.4
CCCCOC(=O)c1ccc(NC(=O)c2ccoc2C)cc1,-0.9,4.0,-75.7,-25.1,4.2,8.4,9.7,-2.0,2.5,0.6
O=C(NNC(=O)C1[C@H]2CCCC[C@@H]12)c1ccc(=O)oc1 (stereo partly specified),-5.9,4.6,6.0,11.0,-1.9,10.1,-9.9,0.9,-3.2,11.2
Cc1ccc(C(C(=O)NCc2ccccc2)N(C(=O)c2csnn2)C2CC2)cc1 (stereo unspecified),0.8,0.4,3.6,-1.1,-10.0,-5.1,-1.4,2.0,-10.4,9.0
CCCn1nnnc1NCc1cc(Br)ccc1OC,-0.8,-0.8,2.0,1.6,-6.0,0.1,-3.4,-3.4,-8.5,4.5
N/C(=N\N=C\c1cccc([N+](=O)[O-])c1)c1nonc1N,-3.3,3.2,/,-0.4,-4.3,2.8,-8.1,0.2,-5.4,1.5
O=C(Cn1c(=O)cnc2ccccc21)N1CCN(S(=O)(=O)c2ccc(F)cc2)CC1,0.3,-0.7,4.6,5.7,-4.2,0.4,0.7,2.0,1.4,-10.1
Cc1cc([N+](=O)[O-])ccc1NC(=O)C1CCCO1 (stereo unspecified),0.3,-1.8,4.8,-2.3,5.7,0.2,1.9,0.3,3.4,5.7
O=C(COC(=O)c1ccc(O)cc1)NCC1CCCO1 (stereo unspecified),-2.2,1.8,1.4,-3.8,0.7,-2.4,-4.1,3.2,4.8,-10.4
Cc1ccc(NC(=O)CCC(=O)N/N=C/c2cc([N+](=O)[O-])ccc2O)cc1,-3.3,1.8,3.1,7.2,-8.6,3.0,9.7,0.2,2.9,4.5
O=C(O)c1c(Cl)c(Cl)c(Cl)c(Cl)c1C(=O)OCC1CCCO1 (stereo unspecified),0.1,-0.5,7.2,-0.5,-0.2,1.8,4.1,4.7,-0.7,-9.3
C=C(C)CN1C(=O)c2ccccc2C1=O,-0.4,7.8,-0.6,-5.2,-2.5,4.0,-3.9,4.8,-2.3,7.1
COc1ccc(N2C(c3cc(OC)cc(OC)c3)=Cc3ccccc3C2CC(C)=O)cc1 (stereo unspecified),-3.7,-2.5,/,-0.7,-16.4,9.1,3.5,-1.3,-24.7,4.0
CC[C@]12c3[nH]c4ccccc4c3CCN1C(=O)C(CC(=O)NC(C)(C)C)C[C@@H]2C(=O)N1CCN(C(=O)C2CC2)CC1 (stereo partly specified),-2.8,0.1,3.0,4.8,1.4,-1.2,-3.0,-2.5,1.2,3.0
CC1CCN(C(=O)c2[nH]cnc2C(=O)NCCCCCNC(=O)OC(C)(C)C)CC1,-1.2,-0.4,1.1,-0.7,2.4,-10.8,2.1,0.5,1.6,0.9
CC(=O)Nc1ccc(NC(=O)C/C(C)=N/NC(=O)COc2cc(C)c(Br)cc2Br)cc1,-0.6,-2.0,0.9,-13.4,4.2,7.7,4.3,4.4,6.6,4.5
COc1cc(NC(=O)CCCNC(=O)c2ccc(Cl)cc2)cc(OC)c1OC,-0.7,-1.3,4.2,-1.0,-9.6,-6.0,-5.9,0.7,-34.1,7.4
CC(C)N(C(=O)[C@H]1C[C@H](CC(=O)NCC23CC4CC(CC(C4)C2)C3)C(=O)N2CCc3c([nH]c4cc(-c5ccco5)ccc34)[C@]12C)C(C)C,-0.3,-3.3,-19.6,4.4,-10.3,7.7,-3.9,-6.7,-2.2,-5.2
COC(=O)CSc1nnc(-c2ccco2)o1,0.0,-0.6,-0.5,-2.6,-1.2,1.2,-1.7,2.1,2.3,-5.4
COc1ccc(S(=O)(=O)N2CCN(Cc3ccc4c(c3)OCO4)CC2)cc1F,-0.7,-4.5,-0.8,-1.4,4.2,-3.6,-15.6,2.6,-0.9,0.7
CCN(Cc1ccccc1)C(=O)CCCN1C(=O)COc2ccc(C)cc21,/,-0.9,/,3.4,-9.2,-2.5,/,-8.3,-7.6,/
O=C1NCCN(Cc2ccoc2)C1CC(=O)N(Cc1ccccc1)CC1CCC1 (stereo unspecified),-1.5,1.5,-0.8,-8.3,-1.5,-4.6,8.5,-2.9,-2.6,1.2
O=C1NC2(CCCC2)N=C1c1ccc(F)cc1,1.5,-1.6,2.4,0.6,4.9,-2.3,-4.8,-0.7,-5.1,-0.4
CCOC(=O)C1(CCCc2ccccc2)CCN(C(=O)c2cc(C)nc(C)n2)CC1,-1.8,1.8,-3.5,-3.8,-0.3,-11.7,-4.3,3.6,4.8,-1.4
Nc1c(C(=O)N/N=C/c2ccccc2Cl)oc2nc(-c3ccccc3)cc(-c3ccco3)c12,0.0,5.0,/,12.7,-1.3,9.3,-5.7,3.0,-10.7,1.4

# (more compounds)
SMILES,PG9 binder,SMARCA2 act,HTRA1 inhibitor,mABHD4 FP,NPR2 activator,rCAG binder,ARFGAP1 inh,NR1D1 modulator,NPR1 activator,ASAP1 GAP inh
CSC(=S)N/N=C(\C)c1ccccc1,-0.4,3.3,3.8,2.6,8.9,3.0,-2.3,3.5,4.5,0.9
Cc1ccc(OCCOCCN(C)C)c(Cl)c1,-0.5,-2.4,6.0,1.7,3.2,1.4,-1.9,9.4,0.9,-11.5
CC(=O)OC(C(=O)NCc1ccco1)c1cccnc1 (stereo unspecified),1.8,-4.2,-0.2,3.7,4.0,0.6,2.6,-0.6,2.4,-8.2
COc1ccc2[nH]c(=O)c(CN(CCN3CCCC3)C(=O)Nc3ccccc3Cl)cc2c1,1.0,-2.5,-9.1,-1.2,-5.8,0.3,3.5,8.3,-0.6,-9.3
CC(=O)n1nc(-c2ccc(Cl)cc2)nc1NCc1ccco1,0.3,-3.0,8.0,4.7,-4.2,-1.2,6.1,0.1,0.6,-7.4
CCOC(=O)COc1ccc(Br)cc1/C=C\c1[nH]c(=O)[nH]c(=O)c1[N+](=O)[O-],-0.5,-2.8,-9.8,-10.8,-3.1,83.7*,4.2,-5.5,-1.8,4.8
CC(=O)N/C(=C/C(C)C)c1ccccc1,1.3,0.9,-5.4,0.0,-3.6,0.0,4.0,3.5,1.8,11.6
Cc1ccc(C(C)C)c(OCc2nc(-c3nonc3N)no2)c1,0.4,-2.5,-17.9,-10.5,-9.5,3.2,14.4,0.3,-7.8,1.4
O=C(Cc1ccccc1)Nc1ccc(C(=O)Nc2ccccc2C(=O)O)cc1,0.4,1.8,-14.0,-16.5,5.4,50.2*,6.2,-3.0,1.3,-7.9
COc1ccc(CCNc2nc(C)cc(C)n2)cc1OC,-1.4,-3.5,8.4,4.3,3.2,-8.5,1.7,5.0,-0.5,7.3
CNc1nc(OC)nc(N(C#N)CN2C(=O)c3ccccc3S2(=O)=O)n1,-0.6,-1.7,4.7,1.5,2.5,0.0,-3.3,-3.7,2.4,-1.0
O=C(C[n+]1cccc(CNC(=O)c2ccc(OC(F)F)cc2)c1)c1ccccc1,-1.1,-1.7,8.2,6.2,-0.7,-1.5,9.8,2.6,1.5,7.2
CN(CCCNC(=O)CCCOc1cc(=O)n(C)c2ccccc12)Cc1ccccc1,-1.7,9.6*,7.9,-1.6,-4.1,-6.2,17.0,2.2,-0.8,-7.0
CC(C)(C)c1cc(C(=O)NCc2cc(F)cc3c2OCOC3)n(Cc2ccccc2)n1,0.3,0.8,-14.8,-11.1,-8.5,-5.0,-4.4,4.8,-4.3,-1.9
CN(C)CCOC1c2ccccc2-c2ccccc21,1.0,-1.9,-5.3,11.1,-5.7,-1.2,6.8,6.1,-2.9,3.8
COc1cccc(/C=C2/NC(=O)NC2=O)c1OCC(=O)Nc1ccccc1,1.5,2.0,2.2,-1.1,-2.4,-1.4,-8.2,-2.7,-3.6,3.2
CCCC(=O)Nc1cc(C(=O)O)ccc1S(=O)(=O)c1ccc(Cl)cc1,-0.7,3.2,-3.3,4.2,0.0,3.3,14.2,0.3,5.2,4.8
Cc1cc(-c2ccc(C)c(S(=O)(=O)NCc3ccc(OC(C)C)cc3)c2)on1,2.4,-3.0,-19.2,-3.0,-7.0,-1.7,10.4,-2.1,-3.6,-7.0
C/C(=N\NC(=O)Cn1cc([N+](=O)[O-])cn1)c1ccco1,-1.0,-1.2,-1.2,-13.6,-7.3,2.0,4.0,-1.3,-4.2,7.2
C[C@H](CO)N1C[C@H](C)[C@@H](CN(C)S(=O)(=O)c2ccccc2)Oc2c(NC(=O)Nc3ccc(C(F)(F)F)cc3)cccc2C1=O,-4.1,1.7,-63.0,-34.7,-3.9,7.1,0.5,1.8,1.2,-3.7
COc1ccc2sc(NC(=O)NC(=O)c3c(Cl)cccc3Cl)nc2c1,1.4,-1.3,-12.1,-22.0,-2.6,14.9,7.9,-2.4,5.3,10.7
O=C(NC1CC1)C1=C[C@@H](c2c[nH]c3ccccc23)C[C@@H](OCc2ccc(CO)cc2)O1,-0.2,0.4,-0.2,7.1,-5.2,4.5,-2.7,2.0,-3.7,0.2
O=C1NC(Cc2ccc(O)cc2)c2nc3cc(F)ccc3c(=O)n2-c2ncccc21 (stereo unspecified),1.3,-1.2,-3.3,7.9,4.2,2.6,4.1,9.3,2.2,1.1
COc1cccc(/C=C2\Sc3ccc(C(=O)NCc4cccnc4)cc3N(C)C2=O)c1,0.1,-3.0,-41.8,-8.4,1.6,14.1,9.5,4.5,0.0,11.9
COc1ccc(CC(=O)NCc2nnc(SCC(=O)Nc3ncc(C)s3)n2C)cc1,-1.1,-1.8,0.5,-2.3,-4.5,-6.4,1.1,-1.3,-2.5,0.1
Cc1cccc(NC(=S)N2CCC(NC(=O)c3cccc(F)c3)CC2)c1,1.6,-3.0,1.4,-1.7,-1.3,1.5,-11.3,-1.5,-6.5,8.6
O=C(NC(=S)Nc1ccc2[nH]c(=O)[nH]c2c1)c1ccccc1Cl,0.1,0.9,-1.7,-10.3,-7.7,1.3,-3.4,-0.1,-3.8,2.3
CCC(NC(=O)c1ccccc1NC(=O)C(C)(C)C)C(=O)N1CC(C)OC(C)C1 (stereo unspecified),0.2,-3.0,5.4,-5.3,2.1,-1.4,-12.9,0.0,4.1,1.6

# Compounds were not picked by outcome (roughly 4.4% active in at least one column).
